# Neddylation inh: inhibitors of cullin neddylation, primary screen, biochemical, TR-FRET, uHTS, NAE and Ubc12. NEDD8-conjugating enzyme Ubc12 (Homo sapiens) + NEDD8-activating enzyme E1 regulatory …. calls only at 25 µM. actives 0.58% (n = 360,000). AID 651699, 2012; in the data active = inhibition above about 36%
# Scp1 inh: Scp-1 phosphatase inhibitors, primary screen, biochemical, colorimetric, uHTS; Carboxy-terminal domain RNA polymerase II polypeptide A small phosphatase 1 (Homo …; Recombinant Scp1, phosphopeptide, malachite green phosphate absorbance; inhibition, % at 20 µM; actives 0.88% (n = 340,000); AID 493091, 2011;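 active = inhibition above about 50% at 20 µM, limit read from the data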;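 also: plate controls were DMSO wells with enzyme for no effect and wells lacking enzyme for full effect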
# Target sequence (Q9GZU7 76-261 limits assumed): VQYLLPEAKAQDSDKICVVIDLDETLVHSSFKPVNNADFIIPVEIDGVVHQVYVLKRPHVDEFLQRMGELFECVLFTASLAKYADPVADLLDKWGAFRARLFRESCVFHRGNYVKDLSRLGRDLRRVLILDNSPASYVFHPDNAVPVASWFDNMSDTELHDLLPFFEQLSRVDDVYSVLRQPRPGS
#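 System: SCP-1 catalytic domain; Reagent: Phospho 17-mer peptide substrate; Doses: one concentration, 20 µM, with 1.0% DMSO; Incubation: 45 min room-temperature reaction, 5 min colour, 30 min stabiliser; Signal: Phosphate-binding colour reagent, absorbance read at 630 nm.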
# STEP inh: STEP phosphatase inhibitors, primary screen, biochemical, fluorescence intensity, uHTS | actives 0.25% (n = 360,000) | inhibition, % at 20 µM | recombinant STEP, OMFP fluorogenic substrate | Tyrosine-protein phosphatase non-receptor type 5 (Homo sapiens), P54829;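 active = inhibition at 20 µM, scaled per plate between control wells, above about 37%, limit read from the data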;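 also: 0% = DMSO with enzyme and substrate and 100% = substrate only without enzyme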
# Target sequence (P54829 whole entry, looked up): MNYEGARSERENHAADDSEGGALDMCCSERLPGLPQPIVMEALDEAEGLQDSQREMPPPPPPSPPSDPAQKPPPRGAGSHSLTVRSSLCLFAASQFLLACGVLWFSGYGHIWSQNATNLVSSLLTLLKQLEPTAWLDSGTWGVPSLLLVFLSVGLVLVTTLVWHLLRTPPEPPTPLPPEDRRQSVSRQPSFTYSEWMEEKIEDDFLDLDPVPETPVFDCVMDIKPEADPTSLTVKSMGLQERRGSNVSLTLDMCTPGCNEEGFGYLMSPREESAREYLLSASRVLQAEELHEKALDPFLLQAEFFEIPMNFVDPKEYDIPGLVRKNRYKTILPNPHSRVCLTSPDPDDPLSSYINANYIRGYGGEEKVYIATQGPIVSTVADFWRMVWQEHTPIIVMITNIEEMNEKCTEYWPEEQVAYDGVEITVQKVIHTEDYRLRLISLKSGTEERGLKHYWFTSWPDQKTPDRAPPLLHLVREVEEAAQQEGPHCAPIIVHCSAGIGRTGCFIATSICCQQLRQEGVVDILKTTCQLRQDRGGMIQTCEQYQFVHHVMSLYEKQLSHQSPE
#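 medium = Bis-Tris buffer pH 6.0, 2.5 mM DTT, 0.005% Tween 20 | test system = STEP (striatal-enriched tyrosine phosphatase) enzyme, cell-free | measure = normalized % inhibition | compound dosing = 20 µM, 1% DMSO | also added = 25 µM OMFP | schedule = reaction 20 min, ambient temperature | measured by = fluorescence read at 480 nm ex / 540 nm em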
# SUMO1 PPI mod: modulators of SUMO1 protein-protein interactions, primary screen, biochemical, uHTS; actives 0.33% (n = 360,000); SUMO1 binding to a labelled peptide, TR-FRET, 1 h; inhibition, % at 20 µM; in the data active = inhibition above about 37%
# Target sequence (P63165 whole entry, looked up): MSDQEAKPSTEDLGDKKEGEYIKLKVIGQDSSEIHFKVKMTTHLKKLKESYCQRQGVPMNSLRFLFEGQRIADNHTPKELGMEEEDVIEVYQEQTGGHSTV
# LMPTP block: LMPTP phosphatase inhibitors, primary screen, biochemical, fluorescence intensity, uHTS. Low molecular weight phosphotyrosine protein phosphatase (Homo sapiens), P24666. recombinant LMPTP-A, OMFP fluorogenic substrate. inhibition, % at 20 µM. actives 0.22% (n = 360,000);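 active = compounds that cut the enzyme signal by at least half of the control window in the single-dose screen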;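 also: plate controls were DMSO wells with enzyme plus substrate for no effect and substrate without enzyme for full effect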
# Target sequence (P24666 whole entry, looked up): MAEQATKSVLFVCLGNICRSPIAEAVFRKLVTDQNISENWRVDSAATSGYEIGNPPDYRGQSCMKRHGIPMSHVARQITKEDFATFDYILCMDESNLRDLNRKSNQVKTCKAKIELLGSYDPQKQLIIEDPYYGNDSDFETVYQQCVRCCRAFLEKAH
#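 Buffer or medium: Bis-Tris pH 6.0, DTT, detergent; Assay system: LMPTP-A enzyme; Quantity: 0.625 nM enzyme; Detection: endpoint fluorescence intensity; Times: 50 min dark incubation at room temperature; Controls: substrate-only low control, DMSO enzyme-plus-substrate high control; Doses: single 20 µM dose; Read-out: percent inhibition versus substrate-only and uninhibited controls; Reagent: 400 µM OMFP.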
# NadD block: inhibitors of S. aureus NadD, primary screen, biochemical, colorimetric, uHTS | Nicotinate-nucleotide adenylyltransferase NadD (Staphylococcus aureus N315) | purified NadD enzyme, colorimetric absorbance read-out | inhibition, % at 20 µM | actives 0.78% (n = 360,000); in the data active = inhibition above about 26%; also: some compounds past the cut are filed as inactive
# DNMT1 inh: human DNMT1 methyltransferase inhibitors, primary screen, biochemical, molecular beacon, fluorescence, HinP1I cleavage, uHTS; AID 588458, 2011; inhibition (reported as % activation of signal), % at 10 µM; actives 0.83% (n = 360,000); DNA (cytosine-5)-methyltransferase 1 (Homo sapiens), P26358; in the data active = inhibition above about 50%
# NRP1-CendR mod: modulators of CendR peptide binding to NRP-1, primary screen, biochemical, fluorescence polarization, uHTS | Neuropilin-1 (Homo sapiens), O14786 | FAM-RPARPAR peptide binding to NRP-1 | inhibition, % at 25 µM | actives 0.85% (n = 360,000);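 active = inhibition or corrected inhibition above about 18%, plus a signal ratio from 0.5 to 1.5, limit read from the data, passing the limit was not always enough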; also: strong numbers were not always called active
# TbMetRS inhib: T. brucei MetRS inhibitors, primary screen, biochemical, luminescence; actives 0.4% (n = 360,000); AID 624268, 2012; methionyl-tRNA synthetase (Trypanosoma brucei brucei); purified T. brucei MetRS, ATP depletion, Kinase-Glo luminescence; inhibition, % at 11.9 µM;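 active = inhibition above a per-plate cutoff of the control wells' mean inhibition plus 3 SD, cut at about 5.5% in these data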;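 also: 0% = DMSO wells median and 100% = median of wells with control inhibitor compound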
#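 Test system: purified T. brucei MetRS enzyme. Also added: ATP, methionine and E. coli bulk tRNA substrates. Compound: 11.9 µM single point. Schedule: 15 min enzyme-compound preincubation, 2 h reaction, 10 min detection, 25 °C. Signal: luciferase luminescence of residual ATP, Kinase-Glo. Evaluation: percent inhibition versus plate control medians. Controls: DMSO wells, low control.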
# SKN-1 block: suppressors of acrylamide-induced Pgst-4::GFP reporter in worms, primary screen, SKN-1 inhibitor project, whole organism, uHTS, GFP/RFP fluorescence ratio, strain VP596; C. elegans VP596 Pgst-4::GFP/RFP ratio, 24 h; actives 0.49% (n = 360,000); inhibition, % at 21.8 µM;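 active = interference check ratio from 0.5 to 1.5 plus GFP to RFP signal ratio inhibition reaching or exceeding a fixed threshold, cut at about 30% in these data, passing the limit was not always enough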; also: some compounds called inactive have numbers as strong as hits
# An asterisk follows results filed as active; i = inactive; nt = no result given. Not a hit list; 4.6% or so of the library scored in one or more.
SMILES,Neddylation inh,Scp1 inh,STEP inh,SUMO1 PPI mod,LMPTP block,NadD block,DNMT1 inh,NRP1-CendR mod,TbMetRS inhib,SKN-1 block
O=C1CCC(O)CCN1CCSc1ccccc1 (centres undefined),i,-6,-2,7,-1.3,0,6,16,-0.1,-3
CCN1C(=NCc2ccc(OC)cc2)N[C@@H](c2ccccc2)C(C(=O)OC)=C1C,i,2,-3,3,0.1,-3,3,0,0.1,6
CCc1c(C)nc(SCC(N)=O)c(C#N)c1C,i,-3,3,-5,0.6,-1,3,6,-0.4,7
CS(=O)(=O)N(CC(=O)Nc1ccc(S(=O)(=O)N2CCCC2)cc1)c1ccccc1F,i,-4,-4,-4,-2.0,1,-3,-12,-0.1,-1
CO/N=C/CC(=O)c1ccc(-c2ccccc2)cc1,i,-6,1,-2,0.9,-5,0,-2,-0.4,-1
O=C(CSc1nnc2ccccn12)c1ccc(OC(F)F)cc1OC(F)F,i,1,2,-4,-1.1,8,-17,1,-0.4,-15
CCCCN1CC(=O)N2[C@H](c3ccc(OC)cc3)[C@@H]3C(=O)N(CC)C(=O)[C@@H]3[C@]2(Cc2ccccc2)C1=O,i,-2,-1,0,-1.5,0,4,14,-0.1,-3
CC1CCCN(CCC(=O)Nc2ccccc2)C1 (centres undefined),i,-9,-4,-2,-1.3,2,2,5,-0.2,4
CCCN1CCN(C(=O)c2cc(COc3ccc4ncccc4c3)on2)CC1,i,4,-2,-9,3.7,-2,0,10,-1.5,-12
COc1ccc(-n2c(=S)[nH]c3cc(C(=O)Nc4ccc(F)cc4)ccc3c2=O)c(OC)c1,i,-12,3,2,2.2,1,-4,12,-0.5,7
CC(C)Cn1c(N)c(C(=O)COC(=O)CCc2nc3ccccc3c(=O)[nH]2)c(=O)n(C)c1=O,i,-1,-1,-3,0.8,-1,1,3,-0.4,-8
Cc1nc2nc(SCC(=O)N3CCOCC3)nn2c(C)c1Cc1ccccc1,i,-5,0,2,-0.7,1,2,3,-0.2,4
Cc1cc(NC(=O)c2ccc(S(=O)(=O)N(C)C)cc2)no1,i,-4,-2,0,-1.7,-6,0,7,0.5,-3
CCCC1(CCC)NC(=O)N(CC(=O)Nc2ccc(Cl)c(S(=O)(=O)N3CCOCC3)c2)C1=O,i,-7,-3,5,-0.5,0,-1,5,-0.2,4
NNC(=O)COc1ccccc1[N+](=O)[O-],i,-19,-2,-1,-1.8,-3,0,-9,-0.8,0
COC(=O)Cc1cnc(NC(=O)CSc2nc(C(C)C)cc(=O)[nH]2)s1,i,-3,0,5,-1.0,-3,2,7,-0.6,-3
O=C(CSc1nc2ccccc2c(=O)n1CC1CCCO1)N1CCN(c2ccccc2)CC1 (centres undefined),i,0,2,2,0.6,-4,4,-103,-0.2,-1
Cc1nc2cc(C(=O)O)ccc2n1-c1ccccc1,i,-9,-2,4,-2.7,-4,3,3,-0.6,0
O=S(=O)(CCc1ccccc1)CS(=O)(=O)CCc1ccccc1,i,-2,-1,-1,0.6,-3,-8,0,-0.3,5
COc1cc(/C=N/NC(=O)c2[nH]nc3c2CCc2ccccc2-3)ccc1O,i,-3,0,-4,1.2,13,4,12,-0.6,7
CCN(CC(=O)NCc1ccc(F)cc1)Cc1cc(=O)n2ccsc2n1,i,0,-1,-4,-0.4,-13,-1,-3,-0.1,-18
Cc1ccc(CNC(=O)c2ccc(OCC(C)C)cc2)n1C,i,-11,-2,0,-2.7,5,-10,-17,-1.5,-10
C#CCOCCOCCOCCNc1nc(N2CCN(C(=O)[C@H](C(C)C)n3cc(CCO)nn3)CC2)nc(N2CCN(C(=O)[C@H](Cc3ccc(O)cc3)n3cc(CCO)nn3)CC2)n1,i,2,1,6,-8.7,1,5,29*,-0.3,5
Nn1c(COc2ccccc2)nc2ccccc2c1=O,i,8,4,0,-0.9,2,1,15,-0.5,-6
Cc1cc(Cl)ccc1OCC(=O)Nc1cccc(S(=O)(=O)NC2=NCCCCC2)c1,i,2,-2,7,0.7,-1,95*,7,0.7,-9
COc1ccc(NC(=S)Nc2cc(-c3ccccc3)[nH]n2)cc1Cl,i,-2,3,-3,1.8,17,-15,-12,-0.2,2
O=C(O)C1C2CCC(C2)C1C(=O)Nc1ccccc1 (centres undefined),i,-9,4,6,-1.5,-4,0,7,-0.5,16
COc1cc(OC)cc(C(=O)NCC(=O)OCC(=O)NC(C)CCc2ccccc2)c1 (centres undefined),i,-5,-4,-1,0.0,0,-3,-4,-0.1,7
O=C(O)c1cc(NC(=O)C2CCCO2)cc(C(=O)O)c1 (centres undefined),i,1,0,-3,-1.9,5,-1,5,0.2,-1
Cc1ccc(S(=O)(=O)NCC(=O)N(CC(=O)NCc2ccco2)Cc2cccs2)cc1,i,-3,-2,2,-0.5,-5,3,-4,-0.5,8
CCCS(=O)(=O)N1CCC(C(=O)NCc2ccc(F)cc2)CC1,i,1,0,2,1.4,1,0,-5,-0.6,-5
CCc1n[nH]c(=S)n1/N=C/C(C)=C\c1ccccc1,i,3,1,-15,-0.3,-3,0,16,0.0,10
Cc1ccc(CCNC(=O)C2CCCN(C(=O)c3cc4sccc4n3C)C2)cc1 (centres undefined),i,-3,2,1,-2.1,1,-4,-20,-0.7,14
CCNC(=O)CC1C(=O)N(c2ccc(C)cc2)C(=O)N1Cc1ccccn1 (centres undefined),i,-7,2,0,-0.6,-1,6,7,-1.0,-15
Cc1occc1C(=O)NCc1ccc2c(c1)OCO2,i,-7,-5,0,-1.4,-1,-1,-4,-0.4,12
Cn1c(=O)c2c(SCC(=O)Nc3ccccc3F)nc(-c3ccccc3F)nc2n(C)c1=O,i,14,2,-19,0.1,8,30,-2,-0.2,-16
CN(C)S(=O)(=O)c1ccc(N2CCCC2)c(C(=O)NC2(C)CCS(=O)(=O)C2)c1 (centres undefined),i,-4,-2,7,-0.8,-2,1,-3,-0.2,19
COc1cc2c(cc1OC)C(c1ccco1)CC(=O)N2 (centres undefined),i,0,0,3,-1.3,2,3,4,-0.3,4
O=C(NCc1ccccc1Cl)C1CCC(CNc2c(N3CCOCC3)c(=O)c2=O)CC1 (centres undefined),i,-4,0,-1,0.7,0,2,10,-0.7,4
CCc1c(C)sc(NC(=S)N2CC(C)OC(C)C2)c1C(=O)OC (centres undefined),i,-12,-2,4,2.6,-7,8,-28,0.1,-4
CCOc1ccc2cc(C3CC(c4ccco4)=NN3S(C)(=O)=O)c(Cl)nc2c1 (centres undefined),i,-6,-1,-9,-0.2,-1,-3,-14,-0.1,-5
Cc1ccc(-c2cnc3c(Cl)c(C)nn3c2)cc1,i,-4,0,-16,1.4,-3,4,-6,-1.2,14
O=C(CSc1cccc[n+]1[O-])Nc1cc([N+](=O)[O-])ccc1Cl,i,-3,-2,-23,-1.8,-9,6,-12,-0.2,0
COc1ccc(-n2nnnc2SCC(=O)Nc2ccccc2F)cc1,i,-5,-2,5,0.3,-9,0,-10,0.1,19
CCOC(=O)N/N=C\C=C\c1ccco1,i,17,-2,-6,-1.7,5,10,-12,-0.8,0
COc1ccc(N(Cc2cc(=O)[nH]c3ccccc23)C(=O)c2ccco2)cc1,i,1,-1,2,0.2,3,-1,-2,0.1,4
COc1ccc(Cl)cc1NC(=O)COC(=O)c1cc(C)oc1C,i,-5,-1,7,2.7,-4,-5,6,-0.1,-11
CC(C)NC(=O)C1(C)CCN1Cc1cccc(C#N)c1 (centres undefined),i,nt,-1,5,-2.0,-4,2,-7,-0.1,14
CCCn1nnc(NC(=O)Cc2ccc(Cl)cc2)n1,i,-5,1,4,-0.2,-4,2,-3,-0.2,1
O=C(C1CCCCC1)N1CCC2CC1c1cc(Cl)ccc12 (centres undefined),i,0,-1,1,-1.1,2,6,-4,-0.8,5
O=C(COc1ccccc1F)Nc1nnc(-c2ccncc2)s1,nt,14,-4,0,-0.9,-1,-1,19,-0.1,25
COc1ccc(C(=O)OCC(=O)NC(C)CCc2ccccc2)cc1OC (centres undefined),i,-13,-1,-1,-1.1,2,1,-1,-0.3,-8
CCOC(=O)N1CCc2c(sc(NC(=O)C3=COCCO3)c2C(N)=O)C1,i,-5,2,-3,1.8,-2,-2,2,-0.3,11
CC(C)(C)C(=O)N1CCN(c2nc3ccc(Br)cc3s2)CC1,i,-7,-2,0,0.5,3,-4,2,-0.7,8
CC(/C=N/n1c(-c2ccc(C)cc2)n[nH]c1=S)=C\c1ccco1,i,7,2,-5,1.4,3,3,-23,-0.3,9
Cc1ccc(N2C(=O)CC(Sc3nccc(C)n3)C2=O)cc1 (centres undefined),i,-5,2,4,0.1,-1,-2,4,-0.6,5
Cc1c(NC(=O)Cn2ccc([N+](=O)[O-])n2)c(=O)n(-c2ccccc2)n1C,i,-8,-2,-5,-0.2,2,-3,8,-0.7,2

# 3 entries picked at random from the list so far:
SMILES,Neddylation inh,Scp1 inh,STEP inh,SUMO1 PPI mod,LMPTP block,NadD block,DNMT1 inh,NRP1-CendR mod,TbMetRS inhib,SKN-1 block
Cc1ccc(N2C(=O)CC(Sc3nccc(C)n3)C2=O)cc1 (centres undefined),i,-5,2,4,0.1,-1,-2,4,-0.6,5
O=C(COc1ccccc1F)Nc1nnc(-c2ccncc2)s1,nt,14,-4,0,-0.9,-1,-1,19,-0.1,25
CC(/C=N/n1c(-c2ccc(C)cc2)n[nH]c1=S)=C\c1ccco1,i,7,2,-5,1.4,3,3,-23,-0.3,9

# High-throughput results from PubChem.
